D1 antag = human D1 dopamine receptor antagonism | P21728 | HEK293 TREx D1 cells, calcium flux, dopamine EC80; hits give low values | activity change, negative = inhibition, % at 10 µM | actives 3.2% (n = 360,000) | AID 504652; in the data active = activity change below about -30%; note: % is set by controls: 0 for no effect and ±100 for the full control effect
Target sequence (P21728 whole entry, looked up): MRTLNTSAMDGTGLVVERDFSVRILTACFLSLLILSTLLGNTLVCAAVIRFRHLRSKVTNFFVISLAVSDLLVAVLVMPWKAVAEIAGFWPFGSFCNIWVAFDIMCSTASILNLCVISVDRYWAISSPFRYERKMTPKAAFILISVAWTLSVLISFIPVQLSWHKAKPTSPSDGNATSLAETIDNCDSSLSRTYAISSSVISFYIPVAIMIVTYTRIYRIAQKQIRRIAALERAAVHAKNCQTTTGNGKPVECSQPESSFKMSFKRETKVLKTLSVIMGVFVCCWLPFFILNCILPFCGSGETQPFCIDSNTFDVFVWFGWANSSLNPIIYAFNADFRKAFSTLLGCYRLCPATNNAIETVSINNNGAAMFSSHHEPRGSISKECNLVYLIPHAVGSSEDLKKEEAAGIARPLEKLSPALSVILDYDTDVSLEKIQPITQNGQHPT
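Using tetracycline-induced force-coupled D1 Hek293 cells and a calcium dye, signals were followed for 180 s after compound, then for 180 s after EC80 dopamine, to detect inhibitors.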
TRHR enhancer = allosteric enhancers of human TRH receptor; actives 0.66% (n = 360,000); P34981; enhancement, % at 2 µM; TRHR cells, fluo-8 calcium fluorescence, EC20 TRH enhancement; in the data active = enhancement above about 30%; note: 0% is about no effect
Target sequence (P34981 whole entry, looked up): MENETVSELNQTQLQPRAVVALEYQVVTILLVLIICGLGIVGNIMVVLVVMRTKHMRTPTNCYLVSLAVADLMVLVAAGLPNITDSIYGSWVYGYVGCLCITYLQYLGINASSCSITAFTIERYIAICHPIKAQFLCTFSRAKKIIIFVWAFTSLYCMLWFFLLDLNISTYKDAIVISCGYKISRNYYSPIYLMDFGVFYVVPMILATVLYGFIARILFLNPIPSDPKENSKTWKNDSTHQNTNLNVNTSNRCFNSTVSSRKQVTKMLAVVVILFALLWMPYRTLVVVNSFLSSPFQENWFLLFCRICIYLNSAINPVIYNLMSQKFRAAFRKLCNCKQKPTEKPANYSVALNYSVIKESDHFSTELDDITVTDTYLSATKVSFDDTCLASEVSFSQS
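TRHR-expressing cells loaded with fluo-8 calcium dye were read kinetically (ex 480/em 530) during compound addition, then stimulated with an EC20 of TRH (10 nM final). Enhancement of the Gq-mediated intracellular calcium response was scored.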
D2 agonist = D2 dopamine receptor (human) agonism. P14416. HEK293 T-REx D2 cells, calcium flux agonist mode. activation, % at 2 µM. actives 0.53% (n = 340,000). AID 485358;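 active = activation over 3 SD above normal in the single-dose calcium agonist read, cut at about 30% in these data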; note: 0% is about no effect
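HEK293 Trex D2 cells, tetracycline-induced, o/n 30 C 5% CO2; no-wash Ca dye, RT 30–90 min; 10-cycle baseline, 23 nl cpd added, kinetic Ca read 180 s; agonist hits = positive Ca response.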
TRHR agonist = activates the human TRH receptor; TRHR cells, calcium flux fluo-8, FDSS agonist mode; activation, % at 2 µM; actives 0.18% (n = 360,000); AID 493084; note: 0% is about no effect
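TRHR-expressing cells loaded with fluo-8 calcium dye; 23 nL library compound pin-transferred, kinetic FDSS fluorescence (Ex 480/Em 530) recorded about 180 s for agonist-induced calcium release, before a 10 nM TRH EC20 addition for potentiator mode.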
D2 PAM = positive allosteric modulators of human D2 dopamine receptor. P14416. HEK293 T-REx D2, calcium flux, EC20 dopamine potentiation. potentiation, % at 10 µM. actives 0.34% (n = 340,000). AID 485347;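 active = potentiation over 3 SD above the plate norm, cut at about 30% in these data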; note: 0% is about no effect
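Calcium flux readout, no-wash dye, 1 read/s. Inducible HEK293 Trex D2 line, overnight 30 C. Compound alone 180 s (agonist flags), then EC20 dopamine, another 180 s to score potentiation.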
D1 agonist = agonists of human D1 dopamine receptor; P21728; HEK293 T-REx D1 cells, calcium flux, agonist mode; activation, % at 2 µM; actives 1% (n = 360,000); AID 504660; note: 0% is about no effect
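Agonism was scored from calcium flux recorded over 180 s (1 read/s) after pintool compound addition, following a 10-cycle baseline. Cells were inducible force-coupled HEK293 TREx D1, plated overnight at 30 C and loaded with no-wash calcium dye.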
D2 antagonist = antagonists of human D2 dopamine receptor | HEK293 TREx D2 cells, calcium flux, dopamine EC80 | P14416 | actives 2% (n = 340,000) | inhibition, % at 10 µM; in the data active = inhibition above about 30%; note: 0% is about no effect
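Read-out: kinetic calcium fluorescence (1 cycle/s) in inducible HEK293 T-REx D2 cells after an EC80 dopamine addition that followed 180 s compound preincubation. Loss of the dopamine response indicates antagonism.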
D1 PAM = human D1 dopamine receptor positive modulation; P21728; HEK293 TREx D1 cells, calcium flux, dopamine EC20 potentiation; potentiation, % at 10 µM; actives 0.036% (n = 360,000); AID 504651; in the data active = potentiation above about 30%; note: 0% is about no effect
RXFP1 antag = antagonists of human relaxin receptor RXFP1; Q9HBX9; HEK293-RXFP1, relaxin-stimulated cAMP HTRF, 30 min; hits give low values; activity change, negative = inhibition, % at 57.5 µM; actives 0.59% (n = 350,000);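 active = activity change of -60% or lower, but not beyond a set lower limit; inconclusive = change between -60% and -40%, or beyond the set limit; inactive = change above -40%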; note: % is set by controls: 0 for no effect and ±100 for the full control effect
Active calls of the source: *; ? = inconclusive; . = not tested or not shown. Cut-off read from the data, not from the text of the source, unless noted: active = activation above about 30%; inactive = the rest. Random draw from the library. About 7.3% of those tested had a hit in this group.

molecule	D1 antag	TRHR enhancer	D2 agonist	TRHR agonist	D2 PAM	D1 agonist	D2 antagonist	D1 PAM	RXFP1 antag
Cc1nc(Nc2ccccc2Cl)sc1C(=O)Nc1ccccc1	1.4	6.5	-0.8	-0.2	-7.3	2.5	3.2	-9.8	-8.9
COc1ccccc1N1CCN(C(=O)Cn2nnc(-c3ccncc3)n2)CC1	3.5	1.2	-0.5	-0.6	3.1	2.5	17.8	-3.6	-19.0
COc1cc(C2/C(=C(\O)c3ccc4c(c3)CC(C)O4)C(=O)C(=O)N2c2nnc(C)s2)cc(OC)c1OC (configuration not stated)	2.7	4.0	-1.0	-0.9	-6.3	9.8	-4.0	-12.5	-20.0
O=C(CSc1cccc[n+]1[O-])c1ccc(Cl)s1	9.9	-1.0	-0.2	-0.2	-4.5	3.7	1.6	2.9	-15.8
COc1cccc(NC(=O)c2oc3ccccc3c2NC(=O)C2CCCCC2)c1	2.5	0.0	-0.8	-1.0	1.2	7.6	.	-0.2	-2.8
CCCCC(=O)Nc1ccc2c(c1)nc1n2CCSC1	-4.6	-0.8	0.5	0.2	-2.9	3.3	-4.2	-11.3	-8.1
C=CCO/N=C(/C)c1c(O)c(CC)c(-c2ccccc2)n(-c2ccccc2)c1=O	-3.6	-8.9	-0.6	0.2	3.2	0.2	13.2	-3.6	-6.5
CN1C(=O)c2[nH]nc(-c3ccc(F)cc3)c2C1c1ccccn1 (configuration not stated)	-12.2	-1.4	1.2	0.4	-4.3	2.6	.	-1.1	-10.3
COc1ccc(Cn2nc(C)n(N(C)c3ncc(C(F)(F)F)cc3Cl)c2=O)cc1	-9.4	-2.0	-0.4	1.2	-0.5	1.0	1.8	6.8	-4.3
Cc1ccc(NC(=S)NC(NC(=O)c2ccccc2)C(Cl)(Cl)Cl)c(C)c1 (configuration not stated)	-7.8	9.6	-1.4	-0.2	-4.1	18.0	-15.6	-1.1	-28.7
COC(=O)CN1C(=O)[C@H]2[C@@H](C3CC3)N3C(=O)CN(Cc4ccccn4)C(=O)[C@@]3(Cc3ccccc3)[C@H]2C1=O	6.6	1.4	-0.5	-0.6	7.8	-0.6	8.6	-1.0	.
COc1ccc(CC(=O)Nc2ccc3nc(Nc4ccc(OC)cc4)cc(C)c3c2)cc1	-25.7	8.8	-0.4	0.0	-2.4	-1.0	.	-2.9	.
Cc1ccc(C=Nc2ccccc2C(N)=O)s1	7.8	2.4	-0.3	-0.6	1.4	0.6	3.5	-6.8	8.2
NC1=NC(c2cn[nH]c2-c2ccc(F)cc2)n2c(nc3ccccc32)N1 (configuration not stated)	1.1	0.8	0.4	-0.5	-1.0	0.3	-1.4	-10.8	.
COc1ccccc1-c1cc(C(=O)N/N=C/c2ccc(C)s2)c2ccccc2n1	3.3	-9.1	-0.9	-0.1	-28.9	7.1	47.7*	4.7	1.0
CCCn1c2ccccc2c2cnn(CC(=O)NCCc3ccc(OC)cc3OC)c(=O)c21	3.5	-9.8	.	-0.8	6.1	2.4	.	-1.4	-1.0
COC(=O)c1ccccc1NC(=O)C1(S(=O)(=O)c2ccc(Cl)cc2)CC1	-12.7	16.6	0.3	-2.9	7.1	14.8	-7.6	.	7.1
CCOc1ccccc1-n1c(SCC(=O)NCc2ccco2)nnc1-c1ccncc1	-0.3	-1.3	0.1	-0.2	-0.1	0.0	2.7	1.8	6.5
O=C(N/N=C/c1cccc([N+](=O)[O-])c1)c1ccccc1-n1cccc1	3.6	-1.3	-0.8	-0.1	11.1	-0.3	-10.6	-2.6	6.2
CCOc1ccc(NC(=O)C(=O)NCCCn2ccnc2)cc1	-1.4	-1.4	-0.1	-0.8	1.3	0.6	-16.7	-0.1	12.5
Cc1c2c(=O)n(-c3nc4ccccc4s3)nc-2cc(O)n1Cc1ccccc1	-13.6	-1.1	1.5	3.6	-3.0	5.9	-9.5	11.7	-16.4
Cc1cccc(Nc2nnc(SCc3cn4ccsc4n3)s2)c1	-15.5	0.2	.	0.4	-16.2	1.1	.	-4.2	7.2
O=C(NCc1cccs1)c1nc2c(nnn2Cc2ccccc2Cl)c(=O)[nH]1	2.0	-0.8	-0.7	-0.3	0.2	0.7	6.1	-3.6	-10.2
O=C(CCC(=O)N1CCCC1)Nc1nnc(C(F)(F)F)s1	-13.1	1.7	-1.0	0.0	-1.0	1.2	-3.9	-1.7	12.9
CCn1c(Cc2c(C)[nH]c3ccccc23)nnc1SCC(=O)NCc1ccco1	-7.3	-4.6	0.3	0.0	2.2	0.5	8.7	-2.6	0.5
CSC1=NC(C)(C)C=C(/C=C/c2ccc(Cl)cc2Cl)N1	12.1	0.4	1.1	0.6	1.4	-0.2	-13.4	-0.1	-6.6
Cc1ccc(-c2nc3scc(CCNS(=O)(=O)c4c(C)noc4C)n3n2)cc1	.	9.1	-0.1	-0.6	11.6	32.2*	.	-1.9	-2.6
O=C(Nc1ccc2c(c1)OCCO2)C1CCN(C(=O)c2ccc(F)cc2)CC1	3.5	2.1	0.4	-0.3	4.9	2.8	4.6	1.9	4.4
O=C(c1ccc(F)cc1)N1CCCCC(Sc2nnc3ccccn23)C1=O (configuration not stated)	-1.5	-3.5	-0.5	-0.2	-4.6	0.6	20.1	-2.9	21.9
CCOc1ccc(NC(=O)CSc2ncc(-c3ccc(F)cc3)n2Cc2ccco2)cc1	-3.3	1.7	-0.3	0.0	20.7	4.9	12.4	-1.8	1.5

Next part (two carried over from the part before).
molecule	D1 antag	TRHR enhancer	D2 agonist	TRHR agonist	D2 PAM	D1 agonist	D2 antagonist	D1 PAM	RXFP1 antag
O=C(c1ccc(F)cc1)N1CCCCC(Sc2nnc3ccccn23)C1=O (configuration not stated)	-1.5	-3.5	-0.5	-0.2	-4.6	0.6	20.1	-2.9	21.9
CCOc1ccc(NC(=O)CSc2ncc(-c3ccc(F)cc3)n2Cc2ccco2)cc1	-3.3	1.7	-0.3	0.0	20.7	4.9	12.4	-1.8	1.5
COc1cccc(CNC(=O)C(C)n2ncn3cccc3c2=O)c1OC (configuration not stated)	-2.9	22.2	-0.7	-0.2	.	0.6	.	-4.5	-10.9
Cc1cc(C)c(Cn2c3ccccc3c3cnn(CC(=O)NCc4ccc(Cl)cc4)c(=O)c32)c(C)c1	6.8	12.8	-0.1	0.4	9.5	4.2	.	-2.1	-4.3
CC(C)C(=O)NNC(=O)c1csc(CS(=O)(=O)c2ccc(Cl)cc2)n1	-18.1	3.1	0.0	0.2	6.4	1.6	-13.9	2.5	-4.5
Cc1oc(-c2ccc(C(=O)NC(C)c3ccccc3)cc2)nc1CS(=O)(=O)c1ccccc1 (configuration not stated)	-3.8	5.0	0.4	0.6	-2.2	-0.7	.	-0.9	-11.4
CC(=O)Nc1nnc(SCc2cc(=O)c3cc(C)ccc3[nH]2)s1	-3.0	6.1	1.1	0.8	-5.3	0.2	.	-2.2	1.9
CC1CCN(S(=O)(=O)c2ccc3c(c2)N(CC(=O)NC(C)(C)C)C(=O)CS3)CC1	15.9	5.2	-0.7	-0.3	2.9	2.6	.	-2.6	-12.3
CC(=O)Nc1ccc(NC(=O)c2ccc(COc3ccccc3Br)o2)cc1	2.8	-1.1	1.5	0.3	0.1	5.3	10.3	0.8	-15.5
Cc1ccccc1C(=O)c1c[nH]c(C(=O)NCC2CCCO2)c1 (configuration not stated)	41.4	3.3	-0.4	-0.3	8.3	3.8	13.5	-3.4	6.5
Cc1ccc(NC2=NCCCCC2)cc1C	5.2	-2.4	-0.9	-0.1	9.7	3.8	-9.7	-5.5	-4.7
CC(Oc1ccc(Br)cc1)C(=O)Nc1ccncc1 (configuration not stated)	-27.3	-2.7	-0.3	1.3	5.7	29.1	-17.5	-14.9	-1.2
O=C(c1cc2ccccc2oc1=O)N1CCN(c2ccccn2)CC1	10.6	3.0	-1.0	-0.2	-9.8	2.3	-7.8	-2.5	-1.0
Fc1ccc(F)c(NC2=NCCCCC2)c1	-14.2	11.7	0.5	0.3	-17.4	0.3	-10.8	-3.0	-5.6
CCOC(=O)C1(CCOc2ccccc2)CCN(C(=O)c2cncs2)CC1	-10.8	-1.5	0.3	1.0	4.0	4.1	6.4	0.9	-13.2
CC(=O)c1ccc(N2CCN(C(=O)C3(S(=O)(=O)c4ccc(Cl)cc4)CC3)CC2)cc1	-12.1	-2.3	-2.0	-1.0	1.5	3.6	4.3	-10.4	-5.2
CCCCNC(=S)NNC(=O)C12CC3CC(CC(C3)C1)C2	1.3	25.5	-0.1	0.1	-7.9	3.0	18.3	-2.2	8.0
CC(C)C(O)(C#CCN1CCCC1)c1ccccc1 (configuration not stated)	7.8	-0.9	-0.3	0.4	0.7	6.8	14.9	-1.4	-8.8
CC(=O)N1C(O)CC(C)N1c1ccccc1 (configuration not stated)	-4.9	0.2	0.2	0.0	-3.4	3.7	0.3	-0.3	2.3
O=C1CCC(=O)N1c1nc2n(n1)C(c1ccccc1)C=C(c1ccc(Br)cc1)N2 (configuration not stated)	-4.1	-0.6	0.1	-0.5	8.9	11.7	13.6	0.8	-3.0
CCOC(=S)SCC(=O)Nc1nc(C)c(C)s1	2.0	4.1	0.0	0.8	1.0	1.9	10.1	-2.4	12.5
N#Cc1ccc(CN2CCN(C(=O)CNS(=O)(=O)c3ccc4c(c3)OCCCO4)CC2)cc1	-5.1	-2.0	-1.5	-1.8	9.0	2.7	15.8	-1.9	1.9
Cc1ccc(C(=O)N2CCOCC2)c(F)c1F	-5.4	-0.5	0.4	-4.3	-0.6	1.9	3.6	-1.1	8.1
CC1CN(Cc2cnc(Cl)s2)CC(C)O1 (configuration not stated)	.	5.7	0.6	0.9	-6.4	1.1	10.7	-3.6	-2.1
O=[N+]([O-])c1cccc(-c2nnc(-c3ccc4c(c3)OCO4)o2)c1	-5.6	-5.9	-0.3	0.1	-3.4	1.1	-6.5	1.7	-0.8
CNc1oc(-c2ccc(OCc3ccccc3)cc2)nc1C#N	-32.2*	-7.4	-0.4	0.0	-6.4	5.2	-16.1	-9.0	.
O=C(CSc1nc2ccccc2c(=O)n1-c1ccc(F)cc1)NCc1ccco1	-3.9	-4.8	-0.5	-0.7	0.7	0.4	10.8	-1.0	-11.8
Cc1ccc(C)c(N2CCN(C(=O)CCCOc3cc(=O)n(C)c4ccccc34)CC2)c1	3.2	1.6	0.4	0.3	2.5	2.4	-24.3	6.6	?

Arranged by value in D2 PAM (low to high): three of the compounds above.
SMILES	D2 PAM
O=C(CSc1nc2ccccc2c(=O)n1-c1ccc(F)cc1)NCc1ccco1	0.7
CC(C)C(=O)NNC(=O)c1csc(CS(=O)(=O)c2ccc(Cl)cc2)n1	6.4
O=C1CCC(=O)N1c1nc2n(n1)C(c1ccccc1)C=C(c1ccc(Br)cc1)N2 (configuration not stated)	8.9

Source: PubChem (National Center for Advancing Translational Sciences (NCATS))
